TRAIL sens C8 – caspase-8 TRAIL sensitization; NB7+C8 cells + TRAIL, ATPlite viability luminescence; inhibition (viability loss, TRAIL sensitization), % at 10 µM; 360,000 tested, 1% active; AID 624354;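 active = compounds causing at least 50% loss of cell viability in the single-dose screen, relative to plate controls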
CF NFkB block – cystic fibrosis NF-kB activation inhibition. KKLEB NF-kB-GFP reporter, PAF-induced, GFP fluorescence overnight. inhibition, % at 5 µM. 360,000 tested, 0.86% active;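 active = at least 50% inhibition at 5 µM, scaled per plate between neutral and stimulator controls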;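 also: PAF is a Pseudomonas aeruginosa culture filtrate used as stimulus; plate controls were PAF-stimulated DMSO wells for no effect and unstimulated DMSO wells for full effect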
Shn3 3UTR inh – Schnurri-3 reporter inhibition in Clone20 osteoblasts; Clone20 osteoblast Shn3 3'UTR firefly luciferase, 24 h; inhibition, % at 12.5 µM; 360,000 tested, 0.52% active;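 active = mean inhibition of at least 75% with every replicate also reaching 75%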;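 also: 0% = median of neutral control wells and 100% = pilot-screen positive control compound; some compounds past the cut are filed as inactive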
iPSC survival up – hiPSC single-cell survival enhancement | 360,000 tested, 0.044% active | ATPlite luminescence; 100% = ROCK inhibitor wells, 0% = DMSO | survival enhancement, % at 20 µM; in the data active = survival enhancement above about 18%;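 also: cells exposed to compounds for 16 hours before the ATP read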
Peg3 promoter – inhibitors of Peg3 promoter; HeLa PEG-Prom luciferase reporter, luminescence, overnight; inhibition, % at 20 µM; 360,000 tested, 1.7% active; AID 588405;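 active = inhibition of at least 50% at 20 µM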
NR2E3 ag-1 – human photoreceptor-specific nuclear receptor agonism; CHO-S Gal4-NCOR/VP16-NR2E3 two-hybrid, luciferase; 360,000 tested, 0.35% active; Q9Y5X4; inhibition of corepressor binding, % at 3.98 µM; AID 602229;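 active = inhibition above the mean of all tested compounds plus 3 SD, cut at about 70% in these data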;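 also: 0% = DMSO with NR2E3 transfected cells and 100% = cells lacking NR2E3 construct; higher means lower luciferase signal from less NR2E3 corepressor binding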
Target sequence (Q9Y5X4 whole entry, looked up, the tested form may be a part): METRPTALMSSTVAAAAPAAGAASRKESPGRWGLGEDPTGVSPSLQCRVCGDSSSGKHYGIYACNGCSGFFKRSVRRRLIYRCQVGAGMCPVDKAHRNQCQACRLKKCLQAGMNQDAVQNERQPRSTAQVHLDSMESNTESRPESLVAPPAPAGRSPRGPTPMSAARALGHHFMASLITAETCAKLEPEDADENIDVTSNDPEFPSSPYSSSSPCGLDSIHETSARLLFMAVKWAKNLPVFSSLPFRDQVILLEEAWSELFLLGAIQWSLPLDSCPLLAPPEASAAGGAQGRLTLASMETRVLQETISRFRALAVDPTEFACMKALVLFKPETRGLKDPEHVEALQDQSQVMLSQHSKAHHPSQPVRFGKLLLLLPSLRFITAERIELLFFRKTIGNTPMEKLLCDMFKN
NR2E3 ag-2 – agonists of human nuclear receptor NR2E3 | inhibition of corepressor binding, % at 4.78 µM | 320,000 tested, 0.12% active | Q9Y5X4 | GST-NR2E3/biotin-RetCOR TR-FRET, 1536-well | AID 2300;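 active = percent inhibition above the cutoff of mean plus 3 SD of all tested compounds, set per screening campaign, cut at about 20% in these data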;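 also: 0% = DMSO wells and 100% = biotin wells as full block of FRET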
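System: GST-tagged NR2E3 plus biotinylated RetCOR corepressor; Amount: 1.35 nM GST-tagged NR2E3 final; Dosing: single nominal compound dose of 4.8 µM; Schedule: 5 h incubation at 4 °C; Technique: TR-FRET with europium anti-GST and streptavidin-D2, 340 nm excitation; Controls: biotin wells as high control, 0.6% DMSO wells as low control.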
MITF TRPM1 inh – inhibitors of MITF-driven TRPM1 promoter in melanoma cells; SK-MEL-5 TRPM1 promoter luciferase, 24 h; 330,000 tested, 0.83% active; inhibition, % at 12.5 µM;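 active = mean inhibition across replicates of 60% or more, whatever share of single replicates reaches that level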; also: values of inactives mirror those of a sister screen read the other way
HIF-2a block – inhibitors of HIF-2a. 786-0 RCC cells HIF-2a reporter, luciferase luminescence, overnight. inhibition, % at 18.8 µM. 360,000 tested, 0.72% active;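 active = inhibition of the luminescence signal of 40% or more relative to plate controls, in a single-dose primary screen at 18.75 µM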
KKLEB cytotox – CF airway cell cytotoxicity counter-screen; 360,000 tested, 0.36% active; KKLEB CF airway cells viability, ATPlite luminescence, overnight; hits give low values; cells stimulated with P. aeruginosa culture filtrate; activity change (cytotoxicity), % at 5 µM;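 active = corrected activity change at or below -50% at 5 µM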
LMP1 NFkB inh – Epstein-Barr LMP1 NF-kappaB reporter inhibition. LMP1-induced NF-kappaB luciferase reporter cells, luminescence. 350,000 tested, 0.69% active. inhibition, % at 12.5 µM; in the data active = inhibition above about 41%;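 also: 0% = neutral control wells and 100% = reference inhibitor control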
An asterisk follows results filed as active; / = not tested or not shown. Not all compounds are listed; count on the stated rates, not on these rows.

SMILES | TRAIL sens C8 | CF NFkB block | Shn3 3UTR inh | iPSC survival up | Peg3 promoter | NR2E3 ag-1 | NR2E3 ag-2 | MITF TRPM1 inh | HIF-2a block | KKLEB cytotox | LMP1 NFkB inh
NC(CCc1ccccc1)c1csc(NC(=O)Nc2cccc(C(F)(F)F)c2)n1 (centres undefined) | 39.0 | 15.8 | 62.5 | -5.3 | 94.5* | 9.4 | / | / | 5.9 | -6.2 | /
COc1ccc(Nc2nc(N)c(C(=O)c3ccc(F)cc3)s2)cc1 | 5.8 | 41.0 | 16.7 | -0.5 | -43.8 | 21.3 | -0.9 | -7.8 | -108.8 | -10.9 | -0.7
O=C(C1CC1)N1CCc2cc(Br)cc(S(=O)(=O)N3CCOCC3)c21 | 2.2 | 0.5 | 0.6 | 0.1 | 16.0 | -6.4 | -1.8 | 3.9 | 13.7 | 2.9 | 11.3
COc1ccc(OC)c(S(=O)(=O)n2ccnc2C(C)C)c1 | -0.6 | 11.5 | -17.5 | -0.3 | 1.9 | 9.7 | -2.1 | 2.0 | 13.5 | -3.8 | 2.5
CCOc1ccc(C(=O)CCC(=O)N2CCN(c3ccccc3O)CC2)cc1 | 2.4 | -7.1 | 1.0 | -0.7 | -5.9 | 19.0 | / | 4.2 | 4.8 | 4.7 | 0.1
O=C(COC(=O)c1ccccc1[N+](=O)[O-])NC(=O)c1ccccc1 | -10.5 | -18.2 | -9.9 | -0.4 | -1.0 | 11.1 | 0.9 | -4.4 | 5.7 | 6.6 | 5.9
CC1CN(C(=O)COC(=O)c2cc3ccccc3cc2O)CC(C)O1 (centres undefined) | 7.4 | 10.6 | 6.0 | -3.5 | -7.7 | -15.8 | / | 1.0 | -12.2 | -0.9 | 1.3
O=C(Cc1ccccc1[N+](=O)[O-])c1ccc2c(c1)OCO2 | 2.6 | 0.8 | -23.2 | 1.8 | -220.4 | -52.8 | / | -14.2 | -209.7 | -4.0 | -15.9
COc1cccc(CN(C)C(=O)c2cc(S(=O)(=O)N3CCCCCC3)ccc2OC)c1 | -11.2 | 4.8 | 12.2 | -0.2 | 18.9 | 12.5 | 4.9 | 4.6 | 6.9 | 15.8 | -4.2
CCOc1ccc(C(=O)NCC(=O)OCC(=O)N2C(C)CCCC2C)cc1 (centres undefined) | -24.4 | -2.9 | 3.0 | -2.7 | 1.7 | -7.9 | -0.7 | 3.3 | 1.4 | -5.6 | 4.3
CCCOc1c(Cl)cc(C(=O)NC)cc1OC | -10.4 | 16.6 | 17.2 | 0.5 | 5.8 | 7.6 | 2.6 | 11.0 | 18.3 | -5.1 | 0.2
COc1cc(C(=O)Cc2nc3ccccc3n2C)cc(OC)c1OC | 1.4 | 18.1 | -4.5 | -0.2 | -7.5 | -8.4 | 1.2 | 2.6 | 2.9 | -4.4 | -2.8
CCCCNC(=S)N(C)/N=C/c1ccc2c(c1)OCO2 | -20.2 | -11.5 | 4.6 | 0.2 | 10.5 | 7.4 | 0.3 | -5.0 | 9.6 | 5.2 | -0.7
Cc1cc(OC(=O)c2ccc(C(C)(C)C)cc2)c([N+](=O)[O-])c(=O)[nH]1 | -7.3 | 4.4 | -9.5 | 2.8 | 1.2 | 11.9 | 0.8 | -16.2 | -1.8 | 9.1 | -0.8
O=C(CCc1ccccc1)NCc1ccc(F)cc1 | 0.3 | 6.0 | 3.9 | 0.2 | -3.5 | -28.5 | -0.6 | 2.5 | -2.0 | -0.1 | 0.5
CCCCc1nnc(NC(=O)C(C)Sc2nc(O)c(Cc3ccccc3)c(=O)[nH]2)s1 (centres undefined) | 0.1 | 4.5 | -12.3 | -0.4 | 18.8 | -22.0 | 1.1 | 5.4 | 5.3 | 3.1 | 5.5
CC(C)(O)C1=NOC(c2ccccc2)C1 (centres undefined) | 22.3 | -5.0 | 0.4 | -1.0 | 21.6 | 5.3 | -2.2 | -4.4 | 12.1 | -1.3 | -3.0
CC(C)NC(=O)N(C)C[C@H]1Oc2ccc(NS(=O)(=O)c3ccccc3)cc2C(=O)N([C@H](C)CO)C[C@@H]1C | -10.2 | -15.9 | 17.3 | -1.6 | -5.6 | 2.5 | / | -3.9 | 4.2 | 7.9 | 3.6
Cc1ccc(NC(=O)CC2SCCNC2=O)cc1[N+](=O)[O-] (centres undefined) | 1.4 | -13.6 | -8.4 | -0.2 | -18.1 | 5.2 | -2.7 | -5.8 | -33.7 | 6.4 | -1.3
COC(=O)C1=C(C)NC(=O)CC1c1ccccc1F (centres undefined) | 26.8 | 6.3 | -28.4 | 0.2 | 10.0 | 0.3 | 4.0 | 13.1 | -2.8 | 14.4 | -11.6
CCOc1ccc(N(C)C(=O)CCc2nnc3ccc(N4CCCC4)nn23)cc1 | -4.0 | 8.5 | -11.3 | -0.1 | 8.6 | 4.5 | -3.0 | 7.8 | 16.5 | -2.1 | 2.3
COc1ccc(-c2[nH]ncc2C2N=C(N)Nc3nc4ccccc4n32)cc1 (centres undefined) | 0.6 | 13.3 | 8.3 | -0.4 | -7.2 | 1.4 | 2.0 | -4.1 | 8.0 | -7.3 | 3.8
CCOC(=O)c1ccc(NC(=S)N(CCN(C)C)Cc2cccs2)cc1 | 20.5 | 27.5 | -7.1 | -0.4 | 22.8 | -2.3 | 0.9 | -2.2 | -13.7 | -16.4 | 16.4
COC(=O)c1cccc(NC2CC(=O)N(c3ccc(OC)c(OC)c3)C2=O)c1 (centres undefined) | -0.1 | 1.1 | -5.3 | -1.2 | -10.4 | 20.2 | 0.5 | -4.8 | 9.4 | 3.2 | -4.8
Nc1ccccc1SC1CC(=O)N(c2ccc3c(c2)OCO3)C1=O (centres undefined) | -26.6 | 4.3 | -13.8 | 0.2 | -10.5 | -2.3 | 1.9 | -14.6 | -48.0 | -6.9 | 8.5
O=C(COc1ccc(Cl)cc1)N1CCN(C(=O)c2ccccc2F)CC1 | 7.1 | 10.2 | 16.7 | 0.7 | 6.7 | -26.4 | 2.8 | 5.0 | 10.1 | -32.7 | 1.0
S=C(N/N=C/c1ccc2c(c1)OCO2)NC1CC2CCC1C2 (centres undefined) | -34.3 | 0.8 | -5.9 | -0.6 | -128.1 | -15.3 | -0.8 | -9.5 | -252.2 | -1.4 | -10.3
COc1ccc2nc(C)cc(SCC(=O)NNC(=O)COc3ccc(C)cc3)c2c1 | 11.6 | -3.0 | 0.6 | -1.1 | 12.2 | -0.8 | -22.1 | 17.7 | 13.7 | 3.7 | -6.2
O=C(Nc1ccc(Cl)c(S(=O)(=O)N2CCOCC2)c1)c1ccncc1 | 1.6 | -1.3 | 5.5 | -0.6 | 18.5 | 8.8 | / | 9.1 | 12.9 | 8.8 | 6.2
COC(=O)c1cccc(NC(=S)N2CCN(c3ccccc3F)CC2)c1 | -3.1 | 8.6 | 73.7 | -1.1 | 15.1 | 4.0 | 0.4 | 5.0 | 12.3 | -0.5 | 3.4
O=C1CCC/C1=C\Nc1ccc(Cl)c([N+](=O)[O-])c1 | -0.4 | 0.4 | 8.8 | 2.1 | -14.0 | 5.9 | 2.9 | -5.1 | -10.0 | -0.6 | 0.2
Cc1ccccc1/C=N/NC(=O)CSc1nc2ccccc2o1 | 9.3 | -1.7 | -27.9 | 6.5 | -265.1 | -22.8 | 0.3 | -55.8 | -188.2 | 1.3 | -23.3
Cc1noc(C)c1NC(=O)N(C)C[C@H]1Oc2ccc(NS(=O)(=O)c3ccccc3)cc2C(=O)N([C@H](C)CO)C[C@@H]1C | -13.6 | -18.0 | 3.7 | -0.7 | 9.6 | 0.5 | / | 2.3 | 9.8 | 24.6 | -1.1
CC1(C2CC(=O)c3c(O)ccc(O)c3C2)OCCO1 (centres undefined) | 2.8 | 10.4 | 8.0 | -1.2 | 3.7 | -2.9 | / | / | -4.7 | -2.6 | 2.3
CC(NC(=O)[C@H](C)NC(=O)N1CCn2c1nc1ccccc12)c1ccccc1 (some centres undefined) | 0.8 | 33.7 | 1.8 | -0.1 | -2.5 | -15.2 | -4.1 | 8.5 | 7.6 | -7.1 | -1.7
Cc1ccn(CCC(=O)N2CCCC(CCC(=O)N3CCN(c4ccccn4)CC3)C2)n1 (centres undefined) | -6.4 | 11.7 | -3.0 | -0.9 | 3.6 | -19.4 | 0.7 | 10.5 | 17.2 | -5.1 | 3.0
COc1cccc(C(C(=O)NC2CCCC2)N(C(=O)c2csnn2)C2CC2)c1 (centres undefined) | -11.7 | 7.4 | 1.3 | -0.7 | 9.8 | 14.0 | -0.7 | -2.7 | 8.4 | 0.7 | 1.4
C=CCn1c(C(CC)CC(C)(C)O)n[nH]c1=S (centres undefined) | -1.2 | -11.8 | -3.8 | 1.1 | 25.9 | -4.1 | 2.4 | -13.5 | 10.3 | 8.5 | 0.0
N#Cc1ccc(C(=O)OCC(=O)NC(=O)NCc2ccccc2)cc1 | 8.9 | 0.5 | -6.2 | -0.6 | -15.6 | -7.1 | / | -2.0 | 15.1 | 9.3 | -1.1
Cc1cccc(NC(=S)NC(=O)c2cccs2)n1 | 35.5 | -2.9 | -41.3 | -5.1 | -134.1 | -53.5 | -3.4 | -3.0 | -143.7 | -15.8 | -37.8

Ordered by SMILES length (low to high): 4 of the compounds above
SMILES | TRAIL sens C8 | CF NFkB block | Shn3 3UTR inh | iPSC survival up | Peg3 promoter | NR2E3 ag-1 | NR2E3 ag-2 | MITF TRPM1 inh | HIF-2a block | KKLEB cytotox | LMP1 NFkB inh
Cc1cccc(NC(=S)NC(=O)c2cccs2)n1 | 35.5 | -2.9 | -41.3 | -5.1 | -134.1 | -53.5 | -3.4 | -3.0 | -143.7 | -15.8 | -37.8
CC1(C2CC(=O)c3c(O)ccc(O)c3C2)OCCO1 (centres undefined) | 2.8 | 10.4 | 8.0 | -1.2 | 3.7 | -2.9 | / | / | -4.7 | -2.6 | 2.3
COC(=O)c1cccc(NC(=S)N2CCN(c3ccccc3F)CC2)c1 | -3.1 | 8.6 | 73.7 | -1.1 | 15.1 | 4.0 | 0.4 | 5.0 | 12.3 | -0.5 | 3.4
COc1cccc(C(C(=O)NC2CCCC2)N(C(=O)c2csnn2)C2CC2)c1 (centres undefined) | -11.7 | 7.4 | 1.3 | -0.7 | 9.8 | 14.0 | -0.7 | -2.7 | 8.4 | 0.7 | 1.4

The listing continues:
SMILES | TRAIL sens C8 | CF NFkB block | Shn3 3UTR inh | iPSC survival up | Peg3 promoter | NR2E3 ag-1 | NR2E3 ag-2 | MITF TRPM1 inh | HIF-2a block | KKLEB cytotox | LMP1 NFkB inh
COc1ccccc1C(=O)NC(=S)Nc1cccnc1Cl | 35.2 | -19.4 | -18.5 | -0.7 | -91.3 | -78.1 | -1.5 | -38.0 | 7.4 | -10.9 | 27.7
COc1ccccc1C(=O)NCCn1ccc2ccccc21 | 2.1 | -5.2 | -11.9 | -0.4 | -71.2 | -35.9 | -0.4 | -3.8 | -71.2 | -5.6 | -2.1
O=C1c2ccccc2NC(c2ccccc2)N1c1ccc(O)cc1 (centres undefined) | 1.0 | 1.3 | -5.3 | 1.6 | -12.5 | -27.1 | 0.9 | -5.7 | -11.1 | 12.7 | -19.5
O=C(c1cc(-c2cccs2)nc2ccccc12)N1CCN(c2ccccc2)CC1 | 9.3 | 19.5 | 0.1 | -0.1 | -2.6 | -10.5 | 4.1 | 1.4 | -36.2 | -9.3 | -13.5
